High-throughput results deposited in PubChem BioAssay by National Center for Advancing Translational Sciences (NCATS).
aSyn rescue = inhibitors of alpha-synuclein toxicity in yeast; Yeast expressing alpha-synuclein, growth rescue, BacTiter-Glo, 24 h; Potency, µM (doses to about 46.1 µM), inactives show at the top dose growth rescue (activation), actives largely listed as activators; 0.14% of 370,000 active; also: % of control where 0% means no effect; nearly all actives have a fitted effect of over 65% in size
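Readout is rescue of growth in alpha-synuclein-expressing yeast, so inhibitors of toxicity appear as activators. Growth after 24 hr at 30 deg C in galactose medium is quantified by luminescence.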
EPAC1 ag = activates human EPAC1 exchange factor; O95398; EPAC1 agonist qHTS, biochemical assay; response scale: 100% = response to 6.5 mM cAMP; Potency, µM (titrated, usually from 154 µM), for the others: at the highest dose activation, actives largely listed as activators; 0.073% of 360,000 active; also: nearly all actives have a fitted effect of over 60% in size
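EPAC1 100 nM, Rap1B–BODIPY-GDP 250 nM, unlabeled GDP 50 uM; compound titration; 5 min RT; kinetic read ex480/em540 at 5-min intervals ×30 min; data normalized to 6.5 mM cAMP agonist control.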
EPAC2 agonist = agonists of human EPAC2 (RAPGEF4) | 0.079% of 360,000 active | Q8WZA2 | AID 720711 | EPAC2 activation, biochemical qHTS; response scale: 100% = 6.5 mM cAMP response | Potency, µM (series often up to 154 µM), inactives show at the top dose activation, hits mostly activators; also: nearly all actives have a fitted effect of over 50% in size
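qHTS, titration series. 100 nM EPAC2 / 250 nM Rap1B-BODIPY-GDP / 50 uM GDP; RT; ex 480/em 540 nm, 5-min reads to 30 min. Norm. to 6.5 mM cAMP = activation.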
FUS suppressor = suppressors of FUS proteinopathy in yeast. Potency, µM (series often up to 76.6 µM), without a hit: at the highest dose growth rescue (activation), actives largely listed as activators. S. cerevisiae FUS-expressing, growth rescue, OD600, 24 h. AID 1347120. 0.24% of 390,000 active;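 also: plate controls were DMSO vehicle for no effect and reference control for full effect; nearly all actives have a fitted effect of over 55% in size; some results filed as inactive show a strong effect at the top dose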
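Quantitative HTS measuring growth restoration of FUS-toxic yeast. Galactose-induced cells (OD 0.005) were exposed 24hr at 30C to compounds at several concentrations, then absorbance at 600 nm was recorded.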
EPAC2 antagonist = blocks human EPAC2 exchange factor; Potency, µM (highest dose often 114 µM), inactives show at the top dose activity, negative = inhibition, most hits filed as inhibitors; AID 720708; 0.18% of 360,000 active; Q8WZA2; EPAC2 GEF exchange of Rap1B-BODIPY-GDP, fluorescence; also: % is scaled to controls: 0 for no effect and ±100 for the full control effect; nearly all actives have a fitted effect of over 45% in size; many of its hits are not listed in these tables
EPAC1 antagonist = EPAC1 (human) antagonism; Potency, µM (top dose mostly 115 µM), for the others: at the top dose activity change, negative = inhibition, most hits filed as inhibitors; O95398; 0.14% of 360,000 active; AID 720709; EPAC1 GEF assay, Rap1b-BODIPY-GDP exchange fluorescence;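 also: plate controls were vehicle for no effect and positive control for full effect; nearly all actives have a fitted effect of over 50% in size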
PTHR1 ag = agonists of human PTHR1 parathyroid hormone receptor. HEK293 GP2 PTHR1 cells, GloSensor cAMP luminescence, 1 h. Potency, µM (titrated, usually from 115 µM), without a hit: top-dose activation, actives largely listed as activators. 0.075% of 410,000 active. Q03431; also: nearly all actives have a fitted effect of over 55% in size; some results filed as inactive show a strong effect at the top dose; inactives centre near -15; many of its hits are not listed in these tables
Target sequence (Q03431 whole entry, looked up): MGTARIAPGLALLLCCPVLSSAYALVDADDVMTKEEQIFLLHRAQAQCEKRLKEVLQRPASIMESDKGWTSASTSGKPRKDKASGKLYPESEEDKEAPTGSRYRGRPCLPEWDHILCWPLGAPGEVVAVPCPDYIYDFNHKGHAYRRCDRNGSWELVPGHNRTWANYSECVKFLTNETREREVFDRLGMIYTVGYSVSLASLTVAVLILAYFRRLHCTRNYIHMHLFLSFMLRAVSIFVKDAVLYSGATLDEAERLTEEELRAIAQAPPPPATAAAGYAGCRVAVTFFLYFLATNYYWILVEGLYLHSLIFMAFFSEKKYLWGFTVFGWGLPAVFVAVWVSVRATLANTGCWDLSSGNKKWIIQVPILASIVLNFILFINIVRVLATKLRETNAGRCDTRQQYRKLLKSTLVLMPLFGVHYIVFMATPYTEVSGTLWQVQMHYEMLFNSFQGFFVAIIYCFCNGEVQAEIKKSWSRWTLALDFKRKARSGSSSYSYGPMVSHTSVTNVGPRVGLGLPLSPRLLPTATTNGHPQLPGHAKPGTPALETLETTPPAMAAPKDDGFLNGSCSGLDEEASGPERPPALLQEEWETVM
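HEK-293-derived GP2 cells expressing PTHR1 and a GloSensor cAMP reporter, 3,000/well, plated overnight, given luciferin plus IBMX (each 0.5 mM as added) for 1 h at 37 °C, then compound for 1 h at 37 °C. Luminescence was read after 15 min at room temperature.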
TDP43 rescue = TDP-43 toxicity inhibition in yeast; AID 652104; Potency, µM (titrated, usually from 46.1 µM), without a hit: at the highest dose growth rescue (activation), actives largely listed as activators; 1.8% of 410,000 active; TDP-43 expressing yeast growth rescue, BacTiter-Glo, 24 h; also: % of control where 0% means no effect; nearly all actives have a fitted effect of over 50% in size
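In this qHTS, compounds that restore growth of yeast expressing TDP-43 appear as activators. Cells (OD600=0.02, galactose medium, raffinose-pregrown) are incubated with compound 24 hr at 30 deg C and growth is quantified by BacTiter-Glo.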
* = called active by the depositor; i = inactive; ? = inconclusive; / = not tested or not shown; [ ] = remark or other dose. Calls follow the shape of the dose curve; as a rule, active = well fitted curve in the direction sought with a large enough effect; inconclusive = small, poorly fitted or top-dose-only effect, or another doubt; inactive = no such curve, though single readings can be large; an effect the other way counts as inactive or inconclusive. Potency is read from the fitted curve at half-maximal effect.

Values in the order: aSyn rescue	EPAC1 ag	EPAC2 agonist	FUS suppressor	EPAC2 antagonist	EPAC1 antagonist	PTHR1 ag	TDP43 rescue
[1] O=C(C[C@@H]1C/C=C\C[C@H](Cc2ccc(F)cc2)C(=O)OC[C@H]2CCCN2C1=O)N[C@H](CO)Cc1ccccc1
 : -5%	5%	-1%	32%	-12%	-8%	-32%[inhibitor]	11%
[2] COc1ccc(CN2CCN(S(=O)(=O)c3ccc(F)cc3)CC2)c(OC)c1OC
 : -7%	1%	8%	18%	11%	4%	i	21%
[3] CN(CC(=O)Nc1ccc(F)c(F)c1F)C(=O)CCN1C(=O)C2CCCCC2C1=O (configuration not stated)
 : -3%	2%	0%	/	10%	7%	-8%	5%
[4] Cc1ccc(C(=O)c2c3ccc([N+](=O)[O-])cc3[n+]([O-])n2CCCN)cc1
 : 9%	-8%	5%	-7%	-7%	-15%	i	10%
[5] CN(C)CCNC(=O)/C=C/c1cn(-c2ccccc2)nc1-c1cc2ccccc2oc1=O
 : -8%	8%	10%	-36%	6%	-11%	i	20%
[6] COc1ccc(/C(C)=N/N=C2/NC(=O)CC(C(=O)O)S2)cc1 (configuration not stated)
 : -2%	6%	2%	2%	0%	-18%	-42%[inhibitor]	3%
[7] O=C1CN(Cc2ccccc2)CC(=O)N1
 : -2%	5%	-3%	27%	0%	22%	-24%	/
[8] CCCCC(=O)NC1(C(F)(F)F)NC(=O)N(Cc2ccccc2)C1=O (configuration not stated)
 : 2%	2%	10%	-3%	11%	-10%	-14%	19%[9.22 µM]
[9] COc1ccc(S(=O)(=O)NC(=O)C2(C)CCN2C(=O)c2cccc(F)c2)cc1 (configuration not stated)
 : 0%	6%	16%	-12%	-5%	-25%	i	16%
[10] Cc1ccc(C(O)c2ncc(-c3ccccc3F)[nH]2)cc1F (configuration not stated)
 : 11%	-5%	9%	-17%	-10%	-15%	i	10%
[11] CC(=O)Nc1sc2c(c1C(c1ccc(F)cc1)N1CCOCC1)CCCC2 (configuration not stated)
 : 2%	2%	-4%	42%	-6%	5%	i	13%
[12] O=C(O)CNC(=O)CC1S/C(=N/N=C2/NC(=O)CS2)NC1=O (configuration not stated)
 : 6%	7%	4%	2%	8%	16%	i	2%
[13] COc1cc(OC)cc(C(=O)OCc2cc3ccccc3[nH]c2=O)c1
 : -4%	-1%	4%	33%	21%	12%	-3%[57.5 µM]	-11%
[14] Cc1ccc2[nH]c(O)c(N=Nc3nc4ccccc4s3)c2c1
 : -4%	12%	1%	-12%	0%	-12%	-10%	-21%
[15] CCCc1cc(=O)oc2cc(C)cc(OCC(=O)Nc3cccnc3)c12
 : 1%	-8%	-3%	10%	-5%	12%	i	7%
[16] Cc1cccc(NC(=S)NNC(=O)c2csc(C)c2)c1
 : -14%	11%	-1%	-4%	-4%	3%	i	13%
[17] O=C(Cc1cccs1)N/N=C\c1ccc([N+](=O)[O-])s1
 : 9%	1%	-5%	-8%	5%	-17%	-24%	17%
[18] Cc1cc(Cl)ccc1OC(C)C(=O)N1CCCN(C(=O)C(C)Oc2ccc(Cl)cc2C)CC1 (configuration not stated)
 : ?	-6%	-17%	?	-4%	-27%	-13%	32µM*
[19] CCOC(=O)C1(C)CCCCCN1C(=O)c1ccccc1F (configuration not stated)
 : -4%	14%	5%	-9%	6%	-6%	-11%	11%
[20] O=C(CN1CCN(Cc2ccccc2)CC1)Nc1cccc(S(=O)(=O)N2CCCCCC2)c1
 : 12%	-1%	11%	9%	-9%	-7%	-21%	-12%
[21] O=C1NC[C@H](Cc2ccccc2)N(CC2CCN(CCc3ccc(-c4ccccc4)cc3)CC2)C1=O
 : 2%	-16%	-1%	-9%	-3%	-15%	-9%	-2%
[22] Cc1ccccc1-n1nc2c(c1NC(=O)c1cc3ccccc3o1)CS(=O)(=O)C2
 : 6%	-2%	9%	18%	10%	0%	i	23%
[23] CC(=O)CSc1nc2cc3c(cc2cc1C#N)OCCO3
 : 4%	10%	7%	6%	34%[activator]	-9%	-27%	?
[24] COC(=O)N/N=C/c1cn(CCOc2ccc(OC)cc2)c2ccccc12
 : 4%	8%	15%	19%	-3%	2%	-14%	?
[25] N#CC1=C(N)OC2=C(C(=O)CCC2)C12CCN(C(=O)OCc1ccccc1)CC2
 : 10%	0%	-10%	-5%	-5%	-11%	-21%	14%
[26] O=C(COC(=O)c1ccc(F)cc1)NCCCc1ccccc1
 : -4%	5%	4%	-19%	-7%	-5%	i	?
[27] COc1ccc(CN2CCN(CC=C(C)C)C(CCO)C2)cc1Cn1cncn1 (configuration not stated)
 : 0%	8%	13%	21%	0%	?	10%	-4%
[28] Cc1ccc(S(=O)(=O)N(C)CC(=O)N2CCN(Cc3ccc4c(c3)OCO4)CC2)cc1
 : -1%	8%	16%	29%	2%	1%	i	-1%
[29] CN1CCN(CCC(=O)Nc2ccccc2)CC1
 : 6%	-3%	4%	-10%	8%	4%	-21%	9%
[30] O=S(=O)(c1ccc2c(c1)CCC2)N1CCNCC1
 : -2%	5%	4%	24%	3%	-15%	i	-8%
[31] CC(OC(=O)C1=COCCO1)C(=O)Nc1cccc(S(=O)(=O)N2CCOCC2)c1 (configuration not stated)
 : 1%	0%	0%	-4%	-1%	1%	-5%	6%
[32] C[C@H]1COC(=O)[C@H](Cc2ccc(F)cc2)C/C=C\C[C@H](CC(=O)NCCO)C(=O)N1
 : -5%	-13%	-7%	-10%	11%	5%	i	5%
[33] CCCCN(CCCC)C(=O)C[n+]1cccc(/C=N/O)c1
 : -1%	6%	5%	-29%	-7%	7%	-13%	14%
[34] O=C(CCCn1c(=O)c2sccc2n(CC(=O)NCc2ccco2)c1=O)NCc1ccco1
 : 4%	-5%	-5%	32%	4%	2%	15%[57.5 µM]	0%
[35] COc1ccc(NC(=O)Nc2cc3oc4ccccc4c3cc2OC)cc1
 : -7%	-4%	-5%	/	-2%	-7%	i	8%
[36] Cc1cc2occ(CC(=O)Nc3nccs3)c2cc1C(C)C
 : 3%	-1%	-2%	27%	-6%	0%	i	10%
[37] COc1cc2cc(CCOC(=O)c3ccc(F)cc3)oc(=O)c2cc1OC
 : 1%	-17%	-5%	-11%	12%	-1%	-10%	17%
[38] O=C(CCC(=O)N(CC(=O)NC1CCCC1)C1CCCCC1)Nc1ccccn1
 : -3%	-1%	3%	5%	7%	-20%	i	11%
[39] COC(=O)[C@H](CC(C)C)NS(=O)(=O)c1ccccc1
 : 2%	-4%	8%	-17%	2%	9%	-21%	19%
[40] C[C@H]1CN([C@@H](C)CO)C(=O)c2cc(Br)cnc2O[C@@H]1CN(C)S(=O)(=O)c1cn(C)cn1
 : 3%	3%	7%	-14%	-19%	12%	-27%	25%
[41] CC1=NN(c2ccccc2)C(=O)C1N=Nc1ccc(N)cc1 (configuration not stated)
 : -9%	8%	-3%	?	-13%	-10%	-20%[57.5 µM]	-7%
[42] CCCCn1c(NC(=O)c2ccc(Br)o2)c(S(=O)(=O)c2ccccc2)c2nc3ccccc3nc21
 : 6%	8%	-6%	17%	-6%	20%	-22%[57.5 µM]	-18%
[43] Cc1oc(-c2ccc(F)cc2)cc1-c1nn2c(-c3ccoc3C)nnc2s1
 : 8%	-1%	-16%	34%	5%	-17%	-3%[57.5 µM]	-20%
[44] N#CCC(=O)Nc1ccc(C(=O)OCC(=O)Nc2cc(-c3ccccc3)nn2-c2ccccc2)cc1
 : -2%	7%	2%	42%	-28%	-8%	-52%[inhibitor]	22%
[45] Cc1ccc(-n2c(Cc3cccs3)nnc2SCC(=O)OC(C)C)cc1
 : 12%	-2%	7%	20%	-5%	1%	-12%[57.5 µM]	17%
[46] Cc1cc(C)n2nc(C(=O)OCC(=O)NNC(=O)c3ccccc3)nc2n1
 : -2%[1.84 µM]	-17%	8%	22%	-4%	4%	23%	-5%
[47] Cc1nc2c(-c3ccc(F)cc3)c(C)nn2c(C)c1CCC(=O)N1CCOCC1
 : 0%	8%	11%	10%	-9%	-5%	7%	0%
[48] CCOc1ccc(Nc2nc(Cl)nc(NCCO)n2)cc1
 : -2%	-3%	1%	25%	7%	-16%	-27%	-34%
[49] Cc1ccc(C)n1-c1cccc(C(=O)Nc2ccccc2)c1
 : -3%	-9%	8%	22%	-3%	-3%	-3%	12%
[50] O=C(c1cccs1)N1C[C@@H](O)[C@H](n2cc(C3CC3)nn2)C[C@@H]1c1ccccc1
 : -1%	-3%	0%	8%	-4%	-22%	i	18%
[51] O=C(NCCCN1CCOCC1)c1ccco1
 : 1%	-6%	-7%	1%	3%	7%	i	19%
[52] COc1ccc2nc(N3CCC(O)CC3)c(C#N)cc2c1
 : 4%	4%	2%	16%	0%	-13%	-5%	3%
[53] CSCC(=O)Nc1ccc(F)c(Cl)c1
 : 0%	8%	5%	15%	5%	-10%	i	17%
[54] COc1ccc(-c2cc3cc(OC)c(OC)cc3c(C)n2)cc1
 : -1%	2%	0%	7%	-25%	?	i	16%
[55] COc1ccc(CC(=O)Nc2ccc3c(c2)OCO3)cc1S(=O)(=O)N1CCOCC1
 : 3%	13%	-5%	16%	5%	0%	-19%[57.5 µM]	-7%
[56] Cc1cc(NC(=O)c2cccc(Oc3ccccc3)c2)n[nH]1
 : 6%	5%	8%	7%	-13%	-8%	-17%	-13%
[57] OC(COc1ccccc1)CN1CCOCC1 (configuration not stated)
 : 1%	-1%	3%	2%	8%	11%	4%	-17%
[58] O=S(=O)(NCc1ccco1)c1ccc2c(c1)Cc1ccccc1-2
 : 11%	7%	12%	8%	-4%	4%	i	-3%
[59] COc1ccc(CCC2CCNCC2)cc1
 : 2%	8%	5%	-20%	4%	-27%	i	14%
[60] O=C1C=CN(C2OC(CO)C(O)C2O)C(=O)C1 (configuration not stated)
 : -6%	-13%	0%	-8%	-4%	10%	i	23%
[61] N#C/C(=C(/O)c1ccc(F)cc1)c1nc2ccccc2s1
 : -17%	-3%	-2%	-1%	5%	-5%	-22%	-9%
[62] CCN1CCN(c2ncc(C(=O)N3CCN(c4ccccc4OC)CC3)c3ccccc23)CC1
 : 0%	2%	-2%	3%	8%	-11%	-19%	10%

A second format for part of the listing above:
item	compound	aSyn rescue	EPAC1 ag	EPAC2 agonist	FUS suppressor	EPAC2 antagonist	EPAC1 antagonist	PTHR1 ag	TDP43 rescue
45	Cc1ccc(-n2c(Cc3cccs3)nnc2SCC(=O)OC(C)C)cc1	12%	-2%	7%	20%	-5%	1%	-12%[57.5 µM]	17%
11	CC(=O)Nc1sc2c(c1C(c1ccc(F)cc1)N1CCOCC1)CCCC2 (configuration not stated)	2%	2%	-4%	42%	-6%	5%	i	13%
49	Cc1ccc(C)n1-c1cccc(C(=O)Nc2ccccc2)c1	-3%	-9%	8%	22%	-3%	-3%	-3%	12%

A portion of the library; rates above refer to the full screens.
